Assay outcomes from PubChem BioAssay.
PTHR1 agonist – agonists of human PTHR1 parathyroid hormone receptor | Q03431 | HEK293 GP2 PTHR1 cells, GloSensor cAMP luminescence, 1 h | Potency, µM (doses to about 115 µM), without a hit: at the highest dose activation, actives largely listed as activators | 410,000 compounds, 0.075% hits | AID 743266; note: nearly all actives have a fitted effect of over 55% in size; some results filed as inactive show a strong effect at the top dose; inactives centre near -15; many of its hits are not listed in these tables
Target sequence (Q03431 whole entry, looked up): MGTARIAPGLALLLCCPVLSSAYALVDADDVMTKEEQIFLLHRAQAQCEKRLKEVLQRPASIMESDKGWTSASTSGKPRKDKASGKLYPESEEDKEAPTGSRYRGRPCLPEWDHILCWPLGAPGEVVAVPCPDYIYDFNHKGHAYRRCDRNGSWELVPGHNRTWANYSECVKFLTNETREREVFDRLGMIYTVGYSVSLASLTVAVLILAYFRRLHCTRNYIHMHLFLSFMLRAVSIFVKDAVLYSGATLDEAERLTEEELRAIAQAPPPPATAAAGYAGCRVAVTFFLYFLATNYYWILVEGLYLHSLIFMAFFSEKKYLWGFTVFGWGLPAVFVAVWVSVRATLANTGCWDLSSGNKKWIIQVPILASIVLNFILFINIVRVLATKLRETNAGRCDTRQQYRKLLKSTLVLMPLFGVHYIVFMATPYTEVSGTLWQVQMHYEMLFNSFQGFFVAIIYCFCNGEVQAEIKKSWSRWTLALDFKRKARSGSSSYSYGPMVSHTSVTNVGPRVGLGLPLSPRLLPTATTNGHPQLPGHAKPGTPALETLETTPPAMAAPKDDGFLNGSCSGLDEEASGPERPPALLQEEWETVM
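HEK-293-derived GP2 cells expressing PTHR1 and a GloSensor cAMP reporter, 3,000/well, plated overnight, given luciferin plus IBMX (each 0.5 mM as added) for 1 h at 37 °C, then compound for 1 h at 37 °C. Luminescence was read after 15 min at room temperature.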
TDP-43 yeast inh – rescues yeast growth from TDP-43 toxicity; TDP-43 expressing yeast growth rescue, BacTiter-Glo, 24 h; Potency, µM (titrated, usually from 46.1 µM), without a hit: at the highest dose growth rescue (activation), most hits filed as activators; 410,000 compounds, 1.8% hits; note: % of control where 0% means no effect; nearly all actives have a fitted effect of over 50% in size
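Luminescence from BacTiter-Glo reports growth of TDP-43-expressing yeast after 24 hr at 30 deg C with compound. Cells were raffinose-pregrown to mid-log, then seeded in galactose medium at OD600=0.02.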
FUS suppressor – suppressors of FUS proteinopathy in yeast | 390,000 compounds, 0.24% hits | S. cerevisiae FUS-expressing, growth rescue, OD600, 24 h | Potency, µM (doses to about 76.6 µM), for inactives: at the highest dose growth rescue (activation), hits mostly activators | AID 1347120;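 note: plate controls were DMSO vehicle for no effect and reference control for full effect; nearly all actives have a fitted effect of over 55% in size; some results filed as inactive show a strong effect at the top dose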
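Absorbance at 600 nm, taken 24hr after compound addition, measured rescue of FUS-yeast growth at 30C. Induction used 2% galactose with seeding at OD 0.005. Controls: CP55940 from 92uM final, DMSO only.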
EPAC2 agonist – EPAC2 (human) agonism; Q8WZA2; EPAC2 activation, biochemical qHTS; response scale: 100% = 6.5 mM cAMP response; Potency, µM (doses to about 154 µM), for the others: at the top dose activation, most hits filed as activators; 360,000 compounds, 0.079% hits; AID 720711; note: nearly all actives have a fitted effect of over 50% in size
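Compounds were titrated in qHTS against a Rap1B-BODIPY-GDP (250 nM) complex with EPAC2 (100 nM) and GDP (50 uM). BODIPY-GDP release tracked at 480/540 nm over 30 min at room temperature, normalized to 6.5 mM cAMP.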
aSyn yeast inh – rescues yeast growth from alpha-synuclein toxicity. AID 652106. 370,000 compounds, 0.14% hits. Potency, µM (top dose mostly 46.1 µM), for inactives: at the highest dose growth rescue (activation), hits mostly activators. Yeast expressing alpha-synuclein, growth rescue, BacTiter-Glo, 24 h; note: % of control where 0% means no effect; nearly all actives have a fitted effect of over 65% in size
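Screening used galactose-induced yeast with toxic alpha-synuclein levels, exposed to compound for 24 hr at 30 deg C. Cell growth, read with BacTiter-Glo luminescence, gave the measured signal.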
EPAC2 antag – EPAC2 (human) antagonism. Q8WZA2. EPAC2 GEF exchange of Rap1B-BODIPY-GDP, fluorescence. Potency, µM (titrated, usually from 114 µM), for inactives: top-dose activity, negative = inhibition, usual class: inhibitors. 360,000 compounds, 0.18% hits; note: % is set by controls: 0 for no effect and ±100 for the full control effect; nearly all actives have a fitted effect of over 45% in size; many of its hits are not listed in these tables
EPAC1 antagonist – EPAC1 (human) antagonism. AID 720709. Potency, µM (doses to about 115 µM), without a hit: top-dose activity change, negative = inhibition, actives largely listed as inhibitors. 360,000 compounds, 0.14% hits. O95398. EPAC1 GEF assay, Rap1b-BODIPY-GDP exchange fluorescence;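 note: plate controls were vehicle for no effect and positive control for full effect; nearly all actives have a fitted effect of over 50% in size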
EPAC1 ag – activates human EPAC1 exchange factor | O95398 | EPAC1 agonist qHTS, biochemical assay; response scale: 100% = response to 6.5 mM cAMP | Potency, µM (top dose mostly 154 µM), without a hit: at the highest dose activation, most hits filed as activators | 360,000 compounds, 0.073% hits | AID 720707; note: nearly all actives have a fitted effect of over 60% in size
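Compounds were pinned as a concentration titration into mixtures of EPAC1 (100 nM), BODIPY-GDP-loaded Rap1B (250 nM) and GDP (50 uM). After 5 min at room temperature, fluorescence was followed for 30 min; activity was scaled to 6.5 mM cAMP.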
* = called active by the depositor; i = inactive; ? = inconclusive; / = no result given; & = joins results of further samples; [ ] = another dose, or the depositor's remark. Calls come from the whole dose curve; as a rule, active = well fitted curve in the direction sought with a large enough effect; inconclusive = small, poorly fitted or top-dose-only effect, or another doubt; inactive = no such curve, though single readings can be large; an effect the other way counts as inactive or inconclusive. Potency is the fitted concentration of half-maximal effect. An excerpt (hit frequency here may not be typical).

SMILES	PTHR1 agonist	TDP-43 yeast inh	FUS suppressor	EPAC2 agonist	aSyn yeast inh	EPAC2 antag	EPAC1 antagonist	EPAC1 ag
COC(=O)C1=C(c2cccc(OC)c2OC)C[C@@H]2CC[C@H]1N2C(=O)NCc1ccc(F)cc1	-5%	14%	1%	-5%	4%	-3%	-23%	-3%
CC12CN3CCN(CC(C3)/C1=N/NC(N)=O)C2	i	-10%[1.82 µM]	4%	3%	3%	6%	-9%	-3%
Clc1ccc(N2CCN(Cc3ccccc3Cl)CC2)cc1	7%[57.5 µM]	-12%	22%	10%	1%	-1%	5%	4%
CCCCn1c(=O)c(C(=O)NCc2ccccc2)c(O)c2ccccc21	-8%	-5%	-9%	5%	10%	3%	-26%	11%
CCC(c1nnnn1C1CCCCC1)N1CCC2(CC1)C(=O)NCN2c1ccccc1 (configuration not stated)	1%	1%	-6%	12%	16%	1%	19%	-1%
Cc1ccc(P(=S)(c2ccc(C)o2)N2CCOCC2)o1	i	-14%	-15%	-4%[15.6 µM]	-3%	-1%	0%	-14%
NC(Cc1ccc(Cl)cc1)c1csc(Nc2ncccn2)n1 (configuration not stated)	-3%	22%	-16%	7%	4%	0%	-17%	2%
CC(C(=O)c1c[nH]c2ccccc12)N1CCc2ccccc2C1 (configuration not stated)	i	5%	12%	8%	-3%	9%	7%	4%
CCOC(=O)[C@]12Cc3cc4ccccc4cc3[C@H]1N(Cc1ccccc1)C(=O)c1cc(OC)ccc12	-59%[inhibitor]	-69%[inhibitor]	?	10%	-72%[inhibitor]	-13%	-20%	-25%
Cc1ccccc1-n1c(O)c(C(c2ccncc2)c2c(O)n(-c3ccccc3C)c(=O)[nH]c2=O)c(=O)[nH]c1=O	-22%	6%&9%	5%&13%	7%&11%	0%&1%	5%&1%	-20%&-8%	-2%&3%
Cc1cccc(-n2c(-c3ccco3)nc3ccccc3c2=O)n1	i	11%	-17%	-15%	0%	2%	2%	-3%
CC1(c2ccccc2)NCCN2C(=O)CSC21 (configuration not stated)	-5%	0%	-12%	-8%	-5%	3%	-5%	4%

Looked up one by one from the list above (three):
SMILES	PTHR1 agonist	TDP-43 yeast inh	FUS suppressor	EPAC2 agonist	aSyn yeast inh	EPAC2 antag	EPAC1 antagonist	EPAC1 ag
CC(C(=O)c1c[nH]c2ccccc12)N1CCc2ccccc2C1 (configuration not stated)	i	5%	12%	8%	-3%	9%	7%	4%
CCOC(=O)[C@]12Cc3cc4ccccc4cc3[C@H]1N(Cc1ccccc1)C(=O)c1cc(OC)ccc12	-59%[inhibitor]	-69%[inhibitor]	?	10%	-72%[inhibitor]	-13%	-20%	-25%
NC(Cc1ccc(Cl)cc1)c1csc(Nc2ncccn2)n1 (configuration not stated)	-3%	22%	-16%	7%	4%	0%	-17%	2%

Next structures.
SMILES	PTHR1 agonist	TDP-43 yeast inh	FUS suppressor	EPAC2 agonist	aSyn yeast inh	EPAC2 antag	EPAC1 antagonist	EPAC1 ag
Clc1cc(I)cc(Cl)c1NC1=NCCN1	-15%	1%	-43%	-4%	3%&-1%	18%	8%	/
COc1cc(N2CCOCC2)ccc1/C=C1\C(=O)NC(=O)N(C2CCCCC2)C1=O	i	12%	/	-11%	0%	9%	0%	-9%
COc1ccc(CC(=O)C2C(=O)N(C)c3ccccc32)cc1OC (configuration not stated)	-22%	-70%[inhibitor]	/	8%	3%	-11%	-20%	4%
C[C@]12CC[C@H](O)C[C@H]1CC[C@@H]1[C@@H]2CC[C@]2(C)[C@@H](C3=CC(=O)OC3)CC[C@]12O	-12%	13%	-26%	7%	-7%	-18%	8%	-19%
COc1ccccc1-n1c(-c2ccoc2)nc2ccccc2c1=O	i	2%	-12%	10%	0%	-4%	-4%	15%
COc1cc2c(cc1OC)-c1c(OC)c(OC)cc3c1C(C2)N(C)CC3 (configuration not stated)	-13%	10%	24%	5%	-5%	0%	?	-18%
CNc1ccccc1	-10%	18%	-43%	11%	8%	-10%	?	-8%
COc1ccc(F)cc1C(=O)C1CCCN(Cc2ccc(O)cc2)C1 (configuration not stated)	i	17%	-12%	7%	0%	-2%	-2%	1%
CSc1cc(-c2ccccc2)n(Cc2c(Cl)cccc2Cl)c(=O)c1C#N	-40%[inhibitor]	9%	-27%	-4%	-2%	-2%	19%	18%
CC(C)(C)C(O)C(Oc1ccc(Cl)cc1)n1cncn1 (configuration not stated)	-5%	2.5µM*	-28%	1%	?	-9%	-15%	-3%
CCOC(=O)C(O)(c1ccc(N(CC)C(=O)OC)cc1)C(F)(F)F (configuration not stated)	-12%[57.5 µM]	-9%	18%	1%	1%	13%	11%	-5%
C=CC[C@@H](CC(=O)N[C@@H](CO)Cc1ccccc1)C(=O)NCCOC(=O)[C@@H](CC=C)Cc1ccc(F)cc1	-4%	15%	41%	-3%	-1%	5%	-3%	-4%
Cc1c(N=Cc2c(O)n(C3CCCCC3)c(=O)[nH]c2=O)c(=O)n(-c2ccccc2)n1C	-5%[57.5 µM]	-12%	17%	-4%	-1%	5%	2%	-1%
O=CC(Cl)P(=O)(N1CCOCC1)N1CCOCC1 (configuration not stated)	i	10%	-7%	7%	-2%	0%	-6%	6%
CCOc1cc(CNCCc2cccc(F)c2)ccc1OC	-20%	-7%	-34%	1%	0%	-13%	-3%	10%
Cc1onc(-c2c(Cl)cccc2Cl)c1/C(N)=N/OC(=O)N(C)C	i	-9%	2%	9%	-6%	0%	4%	11%
COC(=O)C1=C(c2ccc(-c3ccccc3)c(F)c2)C[C@@H]2CC[C@H]1N2C(=O)NCCOc1ccc(OC)cc1	-20%	?	?	5%	14%	-16%	-9%	7%
Cc1ccc(CN2CCCN(Cc3ccc(Cl)cc3)S2(=O)=O)cc1	-2%	-5%	10%	12%	-4%	2%	-10%	9%
CC(C)N=C(NC(C)C)N1CC1	i	12%	-11%	-5%	4%	5%	5%	0%
ClCC(Br)CBr (configuration not stated)	i	7%	-37%	3%	-22%	-15%	-12%	1%
COC(=O)C1=C(c2ccc(OCc3ccccc3)cc2)C[C@@H]2CC[C@H]1N2C(=O)NCc1ccc2c(c1)OCO2	-60%[inhibitor]	23%	?	14%	3%	4%	0%	17%
Cc1c(Cc2ccccc2)c(=O)oc2cc(OCc3ccc(C(=O)O)cc3)ccc12	-37%[inhibitor]	-7%	27%	-4%	8%	?	-33%	-3%
COC(=O)N(c1ccccc1)P(=O)(Oc1ccccc1)Oc1ccccc1	-3%	-1%	16%	6%	0%	-2%	-4%	-6%
CCCCCn1c(=O)c(C(=O)NCc2ccco2)c(O)c2ccccc21	-16%	-38%[inhibitor]	-15%	11%	14%	-1%	12%	3%
Cc1cc(C)c2c(c1)-c1cc(C)nn1C(c1cccnc1)N2 (configuration not stated)	i	29%	-3%	-3%	9%	?	-11%	-9%
Cc1ccc(N2C(=O)NC(=O)C(CCc3ccccn3)(Cc3ccc(F)cc3)C2=O)cc1 (configuration not stated)	-8%	4%	14%	17%	0%	19%	11%	-5%
CNCC(O)c1ccc(OC(=O)C(C)(C)C)c(OC(=O)C(C)(C)C)c1 (configuration not stated)	?	24%	-15%	3%	0%	1%	-19%	4%
CCCCC(=O)N/N=C/c1c(O)n(Cc2ccco2)c(=O)[nH]c1=O	-22%	2%	30%	-3%	-7%	7%	-14%	-5%
COc1cc(CN2C(=O)NC(=O)C3(Cc4cc(C)ccc4N(C)C3)C2=O)cc(OC)c1 (configuration not stated)	-35%[inhibitor][57.5 µM]	-13%	35%	4%	-8%	18%	7%	6%
Cc1cccc(CN2CCN(C(=O)Cc3ccccc3)CC2)c1	i	-15%	18%	6%	-1%	-6%	?	-5%
COC(=O)C1=C(c2ccccc2OCc2ccccc2)C[C@@H]2CC[C@H]1N2C(=O)NCc1ccc(Br)cc1	i	0%	40%	13%	4%	-29%	-1%	5%
O=C(c1ccccc1F)c1cn(CC(=O)N2CCCC2)c2ccccc12	i	1%	6%	-4%	-8%	1%	-11%	0%
CNS(=O)(=O)c1ccc(N=Cc2c(O)n(-c3ccccc3)c(=O)[nH]c2=O)cc1	20%	-19%[9.22 µM]	24%	-2%	0%	0%	-23%	-4%
Cc1ccc(OCCOc2cccc(C=C3C(=O)NC(=O)NC3=O)c2)c(C)c1	-38%[inhibitor]	?	10%	1%	20%	-18%	-14%	7%
COc1ccc(/C=C/C(=O)c2c(O)n(CCC3=CCCCC3)c(=O)[nH]c2=O)cc1	-3%	-3%	?	-4%	10%	-8%	-3%	-19%
COc1ccc(C)cc1NC(=O)c1c(C)nn(Cc2ccccc2)c1Cl	-13%	8%	13%	17%	20%	-13%	-25%	22%
CN(C(=O)Oc1ccc(Cl)c2cccnc12)c1ccccc1	-15%	?	/	5%	12%	6%	9%	5%
COC(=O)C1=C(c2cccc(OC)c2OC)C[C@@H]2CC[C@H]1N2C(=O)N1CCCCC1	-19%	24%	14%	6%	-4%	16%	0%	-4%
CN1CCC[C@H]1c1cccnc1	-21%&-3%	?	-32%&-23%	-3%&3%	-5%&2%&3%	9%&13%	-3%&0%	-15%&-7%
COC(=O)C1=C(c2ccc(OC(F)(F)F)cc2)C[C@@H]2CC[C@H]1N2C(=O)N1CCOCC1	-54%[inhibitor]	?	14%	-3%	5%	-16%	1%	-13%
Fc1cccc(F)c1CN1CCN(Cc2c(F)cccc2F)CC1	i	0%	19%	0%	-1%	-2%	-6%	-2%
CC12CCC(=O)C=C1C=CC1C2CCC2(C)C(O)CCC12 (configuration not stated)	-4%	6%	-11%	1%	4%	9%	1%	6%
CCN1C[C@]2(OC(=O)c3ccccc3NC(C)=O)CCC(OC)C34C5C[C@H]6C(OC)[C@]5(O)[C@](O)(C[C@@H]6OC)C(C[C@@H]32)[C@H]14 (some centres not stated)	-12%	-22%	35%	11%	-2%	-7%	1%	6%
Cc1ccc(-c2cc(C(F)F)n3ncc(C(=O)N4CCC5(CC4)OCCO5)c3n2)cc1	-6%[57.5 µM]	-19%	34%	-9%	-6%	4%	6%	-6%
COc1cc(-c2coc3c(C(=O)NCc4ccncc4)cccc23)ccc1O	-95%[inhibitor]	6%	0%	0%	-10%	23%	4%	-1%
CCCCNC(=O)c1c(N)n(CCCOC)c2nc3ccccc3nc12	27%[57.5 µM]	?	23%	10%	-5%	?	?	7%
Cc1ccccc1-n1c(C)nc2ccsc2c1=O	-2%	-10%	15%	3%	-13%	-2%	-10%	4%
O=[N+]([O-])c1cc(-n2cnnn2)c(O)c([N+](=O)[O-])c1	-3%	-13%	7%	3%	-5%	-5%	-13%	8%
